# IkB sig inh: IkB pathway inhibition in ABC-DLBCL cells; ABC-DLBCL IkBa-CBG/CBR dual luciferase ratio, 4 h; response scale: scaled: untreated 0%, proteasome inhibitor 100%; Potency, µM (highest dose often 57.1 µM), for inactives: at the top dose IkBa stabilization activation; 110,000 tested, 0.04% active; active = well fitted curve in the direction sought with a large enough effect in the signal ratio, not every such curve was filed as active; inconclusive = small, poorly fitted or top-dose-only effect, or a change in a side signal; the % refers to the signal ratio;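 note: the direction sought is a rising ratio; 0% = basal untreated cells and 100% = reference inhibitor full response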
#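 Luminescence ratio of IκBα-fused green versus native red beetle luciferase in OCI-Ly3 cells, 4 h post-doxycycline with compound; red signal alone, scaled from basal (0%) to zero light (-100%), flagged nonspecific or cytotoxic effects.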
# p53ts 39C tox: p53ts cell cytotoxicity, nonpermissive temperature; H1299-p53A138V viability at 39C, ATP luminescence, 24 h; Potency, µM (highest dose often 46.1 µM), without a hit: top-dose activity change, negative = cell killing, usual class: cytotoxic; 130,000 tested, 1.5% active; note: nearly all actives have a fitted effect of over 55% in size
# Peg3 imprint: genomic imprint erasure induction; Potency, µM (highest dose often 60.7 µM), inactives show top-dose activity change, positive = activation, actives largely listed as activators; mouse ES Peg3-LacZ reporter, beta-gal luminescence, 40 h; 110,000 tested, 0.02% active;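 note: 0% = negative control wells on the plate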
#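 Each well holds 300 Peg3LacZ-Neo (maternal) female ES cells incubated 40 h at 37C, 5% CO2. LacZ is measured by BetaGlo luminescence, with AC50 and maximum efficacy derived from dose-response curves.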
# p53ts 32C tox: kills p53ts cells at the permissive temperature; H1299-p53A138V at 32C, ATP luminescence viability, 24 h; Potency, µM (top dose mostly 46.1 µM), inactives show at the highest dose activity change, negative = cytotoxicity, actives largely listed as cytotoxic; 130,000 tested, 0.93% active; AID 924;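 note: 0% = DMSO and -100% = full killing by reference compound; nearly all actives have a fitted effect of over 55% in size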
#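 H1299-p53 A138V cells (temperature-sensitive p53) exposed 24 h to up to 46 uM compound at 32C, where p53 is wild-type in conformation. Viability read as ATP luminescence and normalised to DMSO and 100 uM tamoxifen. AC50 fitted with the Hill equation.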
# * = called active by the depositor; ? = inconclusive; / = no result given; & = joins results of further samples; [ ] = another dose, or the depositor's remark. Unless noted, calls come from the whole dose curve; as a rule, active = well fitted curve in the direction sought with a large enough effect; inconclusive = small, poorly fitted or top-dose-only effect, or another doubt; inactive = no such curve, though single readings can be large; an effect the other way counts as inactive or inconclusive. Unless noted, % is set by controls: 0 for no effect and ±100 for the full control effect; potency is the fitted concentration of half-maximal effect.
structure | IkB sig inh | p53ts 39C tox | Peg3 imprint | p53ts 32C tox
CCOc1ccc(C2c3c(-c4cc(C)ccc4O)n[nH]c3C(=O)N2Cc2cccnc2)cc1OCC (configuration not stated) | -0.3% | -10% | ? | 13%
O=C(CSc1ncnc2c1oc1ccccc12)NCC1CCCO1 (configuration not stated) | 3.6% | -1% | -7% | 0%
Cc1ccc(-n2ncc3c(N4CCCCCC4)ncnc32)cc1 | 1.9% | 2.5µM* | -46%[inhibitor][10.9 µM] | 3.2µM*
CC1CN(c2oc(-c3ccco3)nc2C#N)CC(C)O1 (configuration not stated) | -1.8% | 9% | 7% | 3%
CCOC(=O)C1C(=O)CC(C)(O)C(C(=O)OCC)C1c1cccc(OC(F)(F)C(F)F)c1 (configuration not stated) | 0.8% | 21% | -17% | 22%
CCc1ccc(CN(C(=O)c2ccc(OC)cc2)C2CCS(=O)(=O)C2)cc1 (configuration not stated) | 0.1% | 1% | -5%[10.9 µM] | 5%
CN(C)c1ccc(CNC(=O)c2ccc(Cn3c(SCc4ccccc4)nc4cccnc43)cc2)cc1 | ? | -29% | -7%[10.9 µM] | -29%
COc1cccc(N2C(=O)CSC23C(=O)N(Cc2ccccc2)c2ccccc23)c1 (configuration not stated) | 5.6% | -8% | -4%[10.9 µM] | 5%
O=C(CSc1nc(N2CCCCC2)nc(N2CCCCC2)n1)NC1CCCCC1 | 2.7% | 13% | 11% | 7%
Cc1ccc(-n2ncc3c(NC4CCCCC4)ncnc32)cc1Cl | ? | ? | -8%[10.9 µM] | ?
CC(C)NC(=O)c1cc2c(-c3ccc(Cl)cc3)nn(C)c2s1 | 0.9% | -6% | -8% | 5%
O=C(NCc1ccccn1)C1CCN(S(=O)(=O)N2CCCC2)CC1 | -0.1% | -12% | 10% | 0%
COc1ccccc1-c1cc(C(=O)Nc2cc(Cl)ccc2O)no1 | ? | 19% | -9%[10.9 µM] | -2%
Cc1cccc(CN2C(=O)c3ccccc3Sc3ccc(C(=O)N4CCCC4)cc32)c1 | ? | -22% | -14%[10.9 µM] | 8%
Cn1c(=O)cc(N)n(Cc2ccccc2)c1=O | / | -9% | -13% | -6%
COc1ccc2c(=O)cc(-c3ccccc3)oc2c1O | 2.1%[11.4 µM] | -25% | -15% | -24%
CCN(CC)S(=O)(=O)c1ccc(C(=O)OCn2nnc3ccccc3c2=O)cc1 | 1.8% | 0% | 3% | -1%
O=C(NCC1CCCO1)C(c1cccs1)N(Cc1cccs1)C(=O)Cn1nnc(-c2cccs2)n1 (configuration not stated) | / | -4% | / | 2%
N#Cc1c(/N=C/c2cccs2)sc2c1CCCCC2 | 6.2% | 10µM* | -56%[inhibitor] | 7.9µM*
O=C(NCc1ccco1)c1ccc2c(c1)N(Cc1ccccc1)C(=O)c1ccccc1S2 | ? | -19% | 6%[10.9 µM] | 16%
Cn1c(SCc2nc(-c3cccs3)no2)nnc1C1CCCCC1 | 5.8% | 7% | -5% | 8%
Cn1nc(C(=O)OCC(=O)N2CCc3ccccc32)c2ccccc2c1=O | 0.0% | -10% | -5% | -1%
Cc1cc(C)c(NC(=O)c2oc3c(c2C)-c2[nH]ncc2CC3)c(C)c1 | -1.6% | -17% | -6%[10.9 µM] | -1%
COc1cc(/C=C(\C#N)c2nc3ccc(C)cc3[nH]2)ccc1OC(C)C | -0.3% | -19% | -2%[10.9 µM] | 1%
COc1ccc(CNC(=O)CSc2ncc3c(n2)-c2cc(Cl)ccc2N(Cc2ccccc2)S3(=O)=O)cc1OC | 3.0% | 9% | -7%[10.9 µM] | 0%
Cc1c(C#N)c(N)c(C(=O)c2ccccc2)n1Cc1ccccc1 | -0.2% | 0% | -9% | -1%
COC(=O)[C@@]1(C)C=C[C@@H](Cc2ccccc2)N1C | / | -3% | 0% | 5%
Cc1nc2nc(SCC(=O)NCc3ccco3)nn2c(C)c1Cc1c(F)cccc1Cl | 5.7% | 12% | 3% | 0%
Fc1cccc(CSc2ccc(-c3cccs3)nn2)c1 | -0.7% | ? | -15%[10.9 µM] | ?
CCCCC(=O)Nc1ccc2oc(-c3ccncc3)nc2c1 | -0.8% | 0% | -40%[inhibitor] | -7%
Cn1ncc2c(NCc3ccccc3)ncnc21 | -4.2% | 7% | -4% | -10%
O=C(Cc1ccc(NC(=O)N2CCCCc3ccccc32)cc1)NCc1ccccc1 | ? | -22% | -19%[10.9 µM] | ?
Cc1ccc(OCCn2c(CNc3ccccc3C)nc3ccccc32)cc1 | 12% | -19% | -10%[10.9 µM] | -8%
COCCn1nnnc1C(CC(C)C)N1CCN(c2cccc(OC)c2)CC1 (configuration not stated) | 0.6% | 4% | 6% | -1%
CCCOc1ccc(C2C(=O)N(C3CCCCC3)CC(=O)N2CCC2=CCCCC2)cc1OC (configuration not stated) | -0.6% | -19% | -6%[10.9 µM] | 2%
O=S(=O)(NC1CC1)c1ccc(S(=O)(=O)N2CCCC3(CCCCC3)C2)cc1 | 1.8% | -13% | / | -12%
COc1cccc(NC(=O)CSCc2cc(=O)c3ccc(C)c(C)c3[nH]2)c1 | ? | ? | 7%[10.9 µM] | 10%
Cc1ccc(-c2cn3cccnc3n2)cc1NC(=O)Nc1ccc(F)cc1 | 0.3% | 33%[activator] | 4%[10.9 µM] | -10%
COCCn1c(-c2ccc(-c3ccccc3Cl)o2)nc2c1c(=O)[nH]c(=O)n2CC(C)C | 2.8% | -4% | -10% | 1%
COc1ccccc1CNC(=O)CCCCn1c(=O)c2ccccc2n(Cc2c(C)cc(C)cc2C)c1=O | -0.1% | 13% | 5%[10.9 µM] | 9%
Cc1cc(F)ccc1NC(=O)CN(C)S(=O)(=O)c1ccc(C(=O)N2CCOCC2)s1 | -0.1% | -5% | -6%[10.9 µM] | -2%
COc1cc(/C=N/NC(=O)CCc2n[nH]c(=O)[nH]c2=O)ccc1O | / | -3% | / | 22%
CCOc1ccccc1/C=C/c1onc(C)c1S(=O)(=O)N1CCC(C(=O)N(CC)CC)CC1 | 1.4% | -8% | -8%[10.9 µM] | 13%
O=[N+]([O-])c1cnccc1Nc1ccc(F)cc1 | / | 1% | / | -11%
COc1ccccc1Nc1cc(C)nc2nc(-c3ccccc3)nn12 | ? | ? | -15%[10.9 µM] | -7%
CC(C)(C)C1CCc2c(sc(NC(=O)c3ccccc3F)c2C(=O)NCc2ccco2)C1 (configuration not stated) | 6.5% | 40%[activator] | -18%[10.9 µM] | 1%
CC(=O)Nc1ccc(C(=O)Nc2ccc(S(=O)(=O)N3CCCC3)cc2)cc1 | 0.0% | -1% | -13% | 6%
COc1ccc(CC(NC(=O)c2ccccc2)C(=O)NCC(=O)O)cc1 (configuration not stated) | -1.6% | 0% | 3% | -1%
CC(C)(C)C1CCc2c(sc(NC(=O)c3ccco3)c2C(=O)Nc2ccccc2Cl)C1 (configuration not stated) | 3.0% | 7% | 10%[10.9 µM] | 5%
CCCN(CCC)C(=O)c1nn(C)c2c1CSc1ccc(C)cc1-2 | ? | -14% | -5%[10.9 µM] | 3%
Cc1ccc(CNC(=O)Cn2ccn(-c3ccc(F)c(F)c3)c(=O)c2=O)cc1 | -0.5% | ? | -11%[10.9 µM] | -7%
CCn1c(SCC(=O)OCC(=O)N2c3ccccc3NC(=O)C2(C)C)nnc1-c1ccco1 | -0.2% | -5% | -13% | 7%
CCSc1ccc2c(c1)N(CCCN1CCN(C)CC1)c1ccccc1S2 | 1.2%[25.6 µM] | -1%[20.6 µM] | -13%[16.8 µM] | 7%[20.6 µM]
O=c1c2ccccc2n(Cc2ccc(F)cc2)c(=O)n1C1CCCC1 | 3.2% | 5% | -17% | 11%
O=C(c1cc2ccc3cccnc3c2[nH]1)N1CCN(c2cccc(C(F)(F)F)c2)CC1 | 1.4% | 6% | 25%[10.9 µM] | 13%
O=C(CCc1ccccc1)Nc1ccc(N2CCOCC2)cc1 | -0.2% | 7% | -6% | 4%

# Later entries
structure | IkB sig inh | p53ts 39C tox | Peg3 imprint | p53ts 32C tox
COc1ccc(NC(=O)c2c(NCc3cccs3)sc3c2CCCC3)c(OC)c1 | ? | 48%[activator] | -14%[10.9 µM] | 20%
Cc1cc(O)c(-c2n[nH]c3c2C(c2cccc(O)c2)N(Cc2cccnc2)C3=O)cc1Cl (configuration not stated) | ? | 2% | -8% | 7%
Cn1c(C(=O)NCCc2ccccc2)cc2sc(Cl)cc21 | 5.1% | 13µM* | -22%[10.9 µM] | 16µM*
COc1ccc(-c2nn(-c3ccccc3)cc2/C=N/n2cnnc2)cc1OC | -2.4% | -14% | -9% | -3%
Cc1nn(C)c(C)c1S(=O)(=O)N1CCC(C(=O)NCCC2=CCCCC2)CC1 | 2.2% | 16% | -14% | -3%
Cc1cc(=O)n(Cc2ccc(F)cc2Cl)c2c1c(C)nn2-c1ccccc1 | -0.2% | -14% | 17%[10.9 µM] | -4%
C=C(C)C(=O)OCC1CN2C(CCC(C)C2c2ccc(Br)cc2)C(=O)O1 (configuration not stated) | / | -7%&5%&-18%[9.22 µM] | / | 0%&6%&0%[9.22 µM]
CC(C)(C)NS(=O)(=O)c1ccc(CCC(=O)N2CCOCC2)cc1 | 0.3% | 15% | 0% | -1%
CCOC(=O)CSC1=C(C#N)C(C)C2=C(CCCC2=O)N1 (configuration not stated) | 7.2% | -2% | / | 17%
O=C1Nc2ccccc2[C@]1(O)Cc1ccccn1 | -2.1%[11.4 µM] | 7%[9.22 µM] | -12%[10.9 µM] | 7%[9.22 µM]
O=c1[nH]c2cc3c(cc2cc1C(c1nnnn1C1CCCC1)N1CCCc2ccccc21)OCCO3 (configuration not stated) | 0.7% | -2% | -14% | 7%
Cc1nc2c(c(C)nn2-c2ccccc2)c(C)c1CCC(=O)Nc1ccc(F)cc1 | ? | -22% | 5%[10.9 µM] | -10%
Cc1c(S(=O)(=O)N2CCc3ccccc3C2)c(=O)n(C)c(=O)n1C | 0.2% | 1% | -3% | 1%
CC(=O)Nc1ccc(NC(=O)c2cnn(-c3ccccc3)c2C2CCN(C(=O)OC(C)(C)C)CC2)cc1 | ? | 19% | -15%[10.9 µM] | 10%
COC(=O)CCC(NC(=O)c1cc(-c2ccc3c(c2)OCCO3)oc1C)C(=O)OC (configuration not stated) | -3.4% | -22% | -29% | -7%
CCC(=O)N1c2ccc(S(=O)(=O)CCC(=O)NCc3ccc4c(c3)OCO4)cc2CC1C (configuration not stated) | 1.9% | -10% | -7% | 2%
COc1ccc(Cl)cc1NC(=O)CSc1nccn1Cc1ccco1 | -4.2% | -24% | -3%[10.9 µM] | 5%
CN(C)Cc1ccccc1-c1nc(N(C)C)c2ccccc2n1 | -5.5%[11.4 µM] | -23% | -20% | -10%
Cc1ccccc1NS(=O)(=O)c1ccc2[nH]cc(C(=O)N3CCCC3)c(=O)c2c1 | 0.1% | 6% | -10%[10.9 µM] | 2%
CC(C)(C)C(=O)OCC1OC(n2cnc(C(N)=O)n2)C(O)C1O (configuration not stated) | 0.0% | 19% | -10% | -2%
CN(C(=O)c1cc2nc(-c3ccco3)cc(C(F)(F)F)n2n1)C1CCCCC1 | / | 8% | / | 5%
COC(=O)[C@@]1(Cc2ccc(OC)cc2)[C@H]2c3cc(C(=O)N4CCCC4)n(Cc4ccc(Cl)c(C(F)(F)F)c4)c3C[C@H]2CN1C(=O)c1ccccc1 | / | 5% | -8% | 19%
COc1ccc(OCc2ccc(C(=O)N3CCOCC3)cc2)cc1 | / | 9% | / | -19%
NC(=O)CN1CCN(c2ccccc2F)CC1 | / | -4% | / | -1%

# Taken from above:
# CN(C)Cc1ccccc1-c1nc(N(C)C)c2ccccc2n1 in p53ts 39C tox: -23%
# COC(=O)[C@@]1(Cc2ccc(OC)cc2)[C@H]2c3cc(C(=O)N4CCCC4)n(Cc4ccc(Cl)c(C(F)(F)F)c4)c3C[C@H]2CN1C(=O)c1ccccc1 in p53ts 32C tox: 19%
# COc1ccc(OCc2ccc(C(=O)N3CCOCC3)cc2)cc1 in p53ts 32C tox: -19%

# More records
structure | IkB sig inh | p53ts 39C tox | Peg3 imprint | p53ts 32C tox
C[C@]12C=CC(=O)C=C1CCC1C2C(O)C[C@]2(C)C1CC[C@]2(O)C(=O)CO (some centres not stated) | / | -26% | -12% | 5%
Cc1cccc(N2C(=O)SC(N(CC(=O)O)c3cccc(C)c3)C2=O)c1 (configuration not stated) | ? | 4% | -9% | 1%
O=C(O)CCc1ccc(-c2cccs2)n1CCC(=O)O | 8.6% | 3% | -6% | -9%
Cc1ccc(C2C(C(=O)c3sc(C)nc3C)=C(O)C(=O)N2CCCN(C)C)o1 (configuration not stated) | -1.0% | 6% | -2% | -4%
